N370S GC – N370S glucocerebrosidase modulation, Gaucher chaperone candidate; AID 2101; 330,000 tested, 0.092% active; P04062; Potency, µM (top dose mostly 59.4 µM), without a hit: at the highest dose activity change, negative = inhibition, usual class: inhibitors; N370S GC spleen homogenate, 4MU-glucoside fluorescence;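 note: 0% = full enzyme activity and -100% = no enzyme basal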
FEN1 inhibitor – blocks human flap endonuclease 1. P39748. Recombinant FEN1 flap cleavage, fluorescence, 15 min. Potency, µM (highest dose often 114 µM), for the others: at the top dose activity change, negative = inhibition, most hits filed as inhibitors. 390,000 tested, 0.35% active. AID 588795; note: nearly all actives have a fitted effect of over 65% in size
Target sequence (P39748 whole entry, looked up): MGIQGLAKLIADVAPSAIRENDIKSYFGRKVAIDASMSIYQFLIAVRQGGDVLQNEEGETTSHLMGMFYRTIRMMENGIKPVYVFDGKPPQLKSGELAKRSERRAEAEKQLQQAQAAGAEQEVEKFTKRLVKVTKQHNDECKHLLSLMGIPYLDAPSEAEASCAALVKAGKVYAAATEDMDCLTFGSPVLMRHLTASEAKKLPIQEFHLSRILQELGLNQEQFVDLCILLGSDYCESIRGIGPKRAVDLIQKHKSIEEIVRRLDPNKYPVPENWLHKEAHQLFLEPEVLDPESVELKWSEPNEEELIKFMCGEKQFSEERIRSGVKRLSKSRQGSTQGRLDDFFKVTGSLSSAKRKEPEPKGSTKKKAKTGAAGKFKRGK
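Nuclease activity of 10 nM FEN1 was measured after 15 min of room-temperature exposure to titrated compounds, by adding 50 nM flap substrate and reading plates at 0 and 15 min.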
DT40 TDP1 CPT – growth inhibition of DT40 Tdp1-/-;hTDP1 cells with camptothecin (screen for TDP1 inhibitors). chicken DT40 Tdp1-/-;hTDP1 cells + 20 nM CPT, ATP luminescence, 48 h. Potency, µM (top dose mostly 46.2 µM), without a hit: at the top dose activity change, negative = growth inhibition, usual class: inhibitors. 420,000 tested, 12% active. AID 686979; note: nearly all actives have a fitted effect of over 55% in size
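Chicken DT40 Tdp1-/- cells stably complemented with human TDP1 were seeded at 400 cells/well in medium containing 20 nM camptothecin, exposed to pin-transferred compounds, and grown at 37 °C for at least 48 hr. Viability was read as ATP luminescence.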
The depositor's hits bear a star; [ ] = another dose, or the depositor's remark. Calls come from the whole dose curve; as a rule, active = well fitted curve in the direction sought with a large enough effect; inconclusive = small, poorly fitted or top-dose-only effect, or another doubt; inactive = no such curve, though single readings can be large; an effect the other way counts as inactive or inconclusive. Unless noted, % is set by controls: 0 for no effect and ±100 for the full control effect; potency is the fitted concentration of half-maximal effect.

For O=C(CSc1nc2ccc([N+](=O)[O-])cc2[nH]1)NC1CCCCCC1 the results were N370S GC 0%, FEN1 inhibitor -16% and DT40 TDP1 CPT -15%.
CN(C)c1ccc(/C=N/O)cc1 was read as N370S GC -3%, FEN1 inhibitor 12% and DT40 TDP1 CPT 5%.
For COc1cc(/C=C(/C#N)c2nc3ccccc3[nH]2)ccc1OCC(=O)Nc1ccccc1C the results were N370S GC 0%, FEN1 inhibitor 2% and DT40 TDP1 CPT 3.3µM*.
`COc1cccc(OC)c1OC(=O)c1ccccc1` gave FEN1 inhibitor -9% and DT40 TDP1 CPT 0%.
Screening Cc1cc(S(=O)(=O)C(CNC(=O)COc2ccc(Cl)cc2)c2cccs2)ccc1F (configuration not stated) returned FEN1 inhibitor -3% and DT40 TDP1 CPT 2.6µM*.
`CC(CC(=O)O)n1nnc2ccccc21` (configuration not stated) gave N370S GC -8%, FEN1 inhibitor 15% and DT40 TDP1 CPT -6%.
`CS(=O)(=O)Nc1ccc(S(=O)(=O)Nc2nccs2)cc1` gave N370S GC 2%, FEN1 inhibitor 5% and DT40 TDP1 CPT 3%.
For CN(C)c1ccc(-c2nccc(Nc3ccc(F)cc3)n2)cc1 the results were N370S GC -26% and DT40 TDP1 CPT inconclusive.
Screening CCN1C(=O)[C@H]2[C@@H](c3ccc(-c4ccc(C(C)=O)cc4)cc3)N[C@@](C)(C(=O)OC)[C@H]2C1=O returned FEN1 inhibitor -16% and DT40 TDP1 CPT inconclusive.
For COc1ccc(C(CCNCc2ccc(N(C)C)cc2)C(C)C)cc1 (configuration not stated) the results were N370S GC 0%, FEN1 inhibitor 10% and DT40 TDP1 CPT 7.3µM*.
O=C(NC(Cc1ccccc1)c1nc2ccccc2[nH]1)C1CC(=O)N(c2ccc3c(c2)OCCO3)C1 (configuration not stated) was read as N370S GC 13%, FEN1 inhibitor -6% and DT40 TDP1 CPT -5%.
Screening CCOC(=O)c1cc(=O)c2ccc(OCC(=O)Nc3ccc(F)cc3)cc2o1 returned N370S GC -28%, FEN1 inhibitor -3% and DT40 TDP1 CPT -6%.
CCOC(=O)CN1N=C(c2ccc(Cl)cc2)CCC1=O was read as N370S GC -6%, FEN1 inhibitor -3% and DT40 TDP1 CPT 0%.
`CN(CC(=O)Nc1ccc(S(N)(=O)=O)cc1)c1ccccc1` gave N370S GC -2%, FEN1 inhibitor -5% and DT40 TDP1 CPT -18%.
O=C(O)C1=C[C@@H](c2ccc(Br)cc2)C[C@@H](OCCCCO)O1 was read as FEN1 inhibitor -5% and DT40 TDP1 CPT 15%.
Screening COc1ccc(-n2cnc3cc(C(=O)N4CCOCC4)ccc32)cc1 returned N370S GC -4%, FEN1 inhibitor 7% and DT40 TDP1 CPT -7%.
`CN(C)S(=O)(=O)c1ccc(C(=O)Nc2c(C(=O)Nc3ccc(F)cc3)oc3ccccc23)cc1` gave FEN1 inhibitor 19% and DT40 TDP1 CPT -12%.
CN(NC(=O)c1ccccc1Cl)c1ncc(C(F)(F)F)cc1Cl was read as N370S GC 2%, FEN1 inhibitor -1% and DT40 TDP1 CPT 1%.
For COc1ccc(NC(=O)/C(C#N)=C/c2ncc([N+](=O)[O-])n2C)c(OC)c1 the results were N370S GC 0%, FEN1 inhibitor -6% and DT40 TDP1 CPT inconclusive.
Screening O=C(c1ccccc1)c1ccc2nc[nH]c2c1 returned N370S GC -1%, FEN1 inhibitor 4% and DT40 TDP1 CPT inconclusive.
For CN(C)C(=O)CN1C(=O)c2cccc3cccc1c23 the results were N370S GC -11%, FEN1 inhibitor 5% and DT40 TDP1 CPT -5%.
Cc1ccc(-n2nnnc2-c2ccccc2Br)cc1 was read as FEN1 inhibitor -4% and DT40 TDP1 CPT -12%.
Screening COc1ccc2nc(C)cc(Nc3ccccc3O)c2c1 returned N370S GC -10%, FEN1 inhibitor 1% and DT40 TDP1 CPT 23µM*.
`COCCNC(=S)N/N=C(\C)c1ccc(Cl)c(Cl)c1` gave N370S GC 11%, FEN1 inhibitor -11% and DT40 TDP1 CPT 23µM*.
`COc1ccc(OC)c(N(CC(=O)Nc2ccc3c(c2)OCCO3)S(C)(=O)=O)c1` gave N370S GC -12%, FEN1 inhibitor 5% and DT40 TDP1 CPT -12%.
CCCCCCCCNC(=O)c1cccnc1SCC(=O)Nc1ccccc1OC was read as N370S GC -9%, FEN1 inhibitor -2% and DT40 TDP1 CPT inconclusive.
Screening Cc1ccc(Cc2cc(-c3ccc(C)cc3)n[nH]c2=O)cc1 returned N370S GC 11%, FEN1 inhibitor -3% and DT40 TDP1 CPT inconclusive.
`CCOc1ccc(OCC)c(NC(=O)c2cc(C)nc3c2c(C)nn3-c2cccc(Cl)c2C)c1` gave FEN1 inhibitor 7% and DT40 TDP1 CPT 4%.
For Cc1cc(C)c(C)c(OCCOCCN2CCOCC2)c1 the results were N370S GC -2%, FEN1 inhibitor 1% and DT40 TDP1 CPT -2%.
COc1cc(NC(=O)CN(C)S(=O)(=O)c2ccc3c(c2)CC(C)N3C(C)=O)cc(OC)c1OC (configuration not stated) was read as N370S GC -13%, FEN1 inhibitor -6% and DT40 TDP1 CPT inconclusive.

The list goes on, overlapping the part above by 3 compounds.
`CCOc1ccc(OCC)c(NC(=O)c2cc(C)nc3c2c(C)nn3-c2cccc(Cl)c2C)c1` gave FEN1 inhibitor 7% and DT40 TDP1 CPT 4%.
For Cc1cc(C)c(C)c(OCCOCCN2CCOCC2)c1 the results were N370S GC -2%, FEN1 inhibitor 1% and DT40 TDP1 CPT -2%.
COc1cc(NC(=O)CN(C)S(=O)(=O)c2ccc3c(c2)CC(C)N3C(C)=O)cc(OC)c1OC (configuration not stated) was read as N370S GC -13%, FEN1 inhibitor -6% and DT40 TDP1 CPT inconclusive.
For COc1ccc(C(=O)NCCNc2nc3c(C)cccc3cc2C#N)cc1 the results were FEN1 inhibitor -4% and DT40 TDP1 CPT inconclusive.
Screening C/C(CCc1ccccc1)=N\NC(=O)C(=O)Nc1cccc(Cl)c1 returned N370S GC -8%, FEN1 inhibitor 4% and DT40 TDP1 CPT inconclusive.
Screening Cc1ccc2c(c1)C(C)(C)[C@]1(C)NC(=O)CCN21 returned N370S GC -12%, FEN1 inhibitor -9% and DT40 TDP1 CPT 12%.
Screening CCCCN(C)C(=O)CSc1c2c(nc3ccc(Cl)cc13)CCCC2 returned FEN1 inhibitor inconclusive and DT40 TDP1 CPT inconclusive.
COc1cc(-c2cc(C(=O)Nc3ccncc3)c3ccccc3n2)cc(OC)c1OC was read as FEN1 inhibitor inconclusive and DT40 TDP1 CPT 2.9µM*.
`Cc1cc(C)cc(Oc2c(C(F)(F)F)oc3cc(OCC(=O)NC4CCCCC4)ccc3c2=O)c1` gave FEN1 inhibitor 3% and DT40 TDP1 CPT -8%.
`Cc1cc(Cl)ccc1OCC(=O)Nc1ccccc1N1CCOCC1` gave N370S GC inconclusive, FEN1 inhibitor inconclusive and DT40 TDP1 CPT inconclusive.
Screening COc1ccccc1NC(=O)Nc1ccccc1Br returned N370S GC 9%, FEN1 inhibitor -8% and DT40 TDP1 CPT 18µM*.
For CC(C)(C)c1ccc(-c2nnc(SCC(=O)NC3CC3)o2)cc1 the results were FEN1 inhibitor 16% and DT40 TDP1 CPT inconclusive.
`O=C(NC1CCCCC1)c1ccccc1NC(=O)C1CC(=O)N(c2ccc(Cl)cc2)C1` (configuration not stated) gave N370S GC 6%, FEN1 inhibitor 9% and DT40 TDP1 CPT inconclusive.
Screening O=C(Nc1cc(F)ccc1F)c1ccc(-n2cncn2)c([N+](=O)[O-])c1 returned N370S GC -6%, FEN1 inhibitor -4% and DT40 TDP1 CPT -22%.
CCOC(=O)c1cnc2ccc(OC)cc2c1Nc1ccc(N2CCN(C)CC2)cc1 was read as N370S GC -18%, FEN1 inhibitor inconclusive and DT40 TDP1 CPT 23µM*.
For COc1ccc(NC(=O)CCSc2nc(-c3ccco3)cc(C(F)(F)F)n2)cc1 the results were FEN1 inhibitor -4% and DT40 TDP1 CPT -14%.
`COc1cc(NC(=O)C2CCCN2C(=O)C2CCC(C)CC2)cc(OC)c1OC` (configuration not stated) gave N370S GC 7%, FEN1 inhibitor -5% and DT40 TDP1 CPT inconclusive.
For S=C(NCc1ccncc1)NC1CCCC1 the results were N370S GC 0%, FEN1 inhibitor -6% and DT40 TDP1 CPT 2%.
Screening COc1ccc(Cn2c(CCC(=O)N3CCN(c4ccccn4)CC3)nc3ncccc3c2=O)cc1 returned N370S GC 21%, FEN1 inhibitor 1% and DT40 TDP1 CPT -22%.
`O=C(COc1ccccc1Cl)NCC(c1cccs1)N1CCOCC1` (configuration not stated) gave N370S GC 1%, FEN1 inhibitor -3% and DT40 TDP1 CPT inconclusive.
`COc1ccc(S(=O)(=O)Nc2ccccc2C(=O)NCc2ccco2)cc1Br` gave N370S GC -3%, FEN1 inhibitor -10% and DT40 TDP1 CPT -6%.
For O=c1[nH]c2ccccc2c(=O)n1Cc1ccco1 the results were N370S GC 13%, FEN1 inhibitor 2% and DT40 TDP1 CPT -4%.
Screening COc1cc(C(=O)Nc2cccc(-c3nc4ccccc4o3)c2C)cc(OC)c1OC returned N370S GC 10%[2.35 µM], FEN1 inhibitor 5% and DT40 TDP1 CPT -1%.
`CC(C)CNc1cc(=O)n(C)c(=O)n1C` gave N370S GC 0%, FEN1 inhibitor 9% and DT40 TDP1 CPT -3%.
Cc1nc2cc(-c3cccc(F)c3)nn2c(C)c1CCC(=O)NC(C)c1ccc2c(c1)OCCO2 (configuration not stated) was read as N370S GC -25%, FEN1 inhibitor -19% and DT40 TDP1 CPT 16µM*.
`COc1ccc([N+](=O)[O-])c2c(=O)ccoc12` gave N370S GC 11%, FEN1 inhibitor 2% and DT40 TDP1 CPT -5%.
CCCCNC(=O)OCC(CC)NC(=O)OC(C)C (configuration not stated) was read as N370S GC 6%, FEN1 inhibitor 12% and DT40 TDP1 CPT -5%.
For COc1ccc(-c2ccc3c(c2)C2CC3CCN2C(=O)OCc2ccccc2)cc1 (configuration not stated) the results were FEN1 inhibitor -5% and DT40 TDP1 CPT 16µM*.
For COC(=O)c1nc2nc(C)cc(=O)n2[nH]1 the results were N370S GC -1%, FEN1 inhibitor 3% and DT40 TDP1 CPT -5%.
Cc1ccc(/C=N/NC(=S)NC(C)C)o1 was read as N370S GC 14%, FEN1 inhibitor 8% and DT40 TDP1 CPT -10%.
Screening O=[N+]([O-])c1cccc(/C=N/n2cnnc2)c1 returned N370S GC 0%, FEN1 inhibitor 1% and DT40 TDP1 CPT 0%.
Screening Cc1cc2ccccc2cc1CN1CCCCC1 returned N370S GC -1%, FEN1 inhibitor 0% and DT40 TDP1 CPT -10%.
Screening CC1CN2C(c3ccc([N+](=O)[O-])cc3)=CSC2=N1 (configuration not stated) returned N370S GC -2%, FEN1 inhibitor -3% and DT40 TDP1 CPT 5%.

Structures listed so far with bromine (4):
O=C(O)C1=C[C@@H](c2ccc(Br)cc2)C[C@@H](OCCCCO)O1 was read as FEN1 inhibitor -5% and DT40 TDP1 CPT 15%.
Cc1ccc(-n2nnnc2-c2ccccc2Br)cc1 was read as FEN1 inhibitor -4% and DT40 TDP1 CPT -12%.
Screening COc1ccccc1NC(=O)Nc1ccccc1Br returned N370S GC 9%, FEN1 inhibitor -8% and DT40 TDP1 CPT 18µM*.
`COc1ccc(S(=O)(=O)Nc2ccccc2C(=O)NCc2ccco2)cc1Br` gave N370S GC -3%, FEN1 inhibitor -10% and DT40 TDP1 CPT -6%.

Next section.
`Cn1cnc(S(=O)(=O)N2CCN(C(c3ccccc3)c3ccccc3)CC2)c1` gave N370S GC -15%, FEN1 inhibitor -3% and DT40 TDP1 CPT -24%.
O=C(NCc1ccccc1)NC1(C(=O)N2CCOCC2)CCCCC1 was read as N370S GC 27%, FEN1 inhibitor 1% and DT40 TDP1 CPT 0%.
For CC(=O)Nc1ccc(S(=O)(=O)N(C)c2ccc(OCCOc3cccc(C)c3)cc2)cc1 the results were FEN1 inhibitor 10% and DT40 TDP1 CPT inconclusive.
For CCSc1nnc(NC(=O)C(C)(C(F)(F)F)C(F)(F)F)s1 the results were N370S GC 14%, FEN1 inhibitor -5% and DT40 TDP1 CPT 23µM*.
For Cc1noc(C)c1S(=O)(=O)Nc1ccc(C(=O)NC2CCCCCC2)cc1 the results were N370S GC 11%, FEN1 inhibitor 10% and DT40 TDP1 CPT 5%.

Screening results: PubChem BioAssay, National Center for Advancing Translational Sciences (NCATS)

These rows are one share of the data; count on the stated rates, not on these rows.
